Assay outcomes deposited in PubChem BioAssay by The Scripps Research Institute Molecular Screening Center.
PAFAH1B2 inh – PAFAH1B2 (human) inhibition; recombinant PAFAH1B2, FP-rhodamine activity probe, fluorescence polarization; inhibition, % at 3.39 µM; 1.2% of 340,000 active; AID 492953;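 active = inhibition above the mean of all tested compounds plus 3 SD, cut at about 24% in these data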;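 note: 0% = enzyme with DMSO and 100% = wells lacking PAFAH1B2; many of its hits are not listed in these tables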
Target sequence (P68402 whole entry, looked up): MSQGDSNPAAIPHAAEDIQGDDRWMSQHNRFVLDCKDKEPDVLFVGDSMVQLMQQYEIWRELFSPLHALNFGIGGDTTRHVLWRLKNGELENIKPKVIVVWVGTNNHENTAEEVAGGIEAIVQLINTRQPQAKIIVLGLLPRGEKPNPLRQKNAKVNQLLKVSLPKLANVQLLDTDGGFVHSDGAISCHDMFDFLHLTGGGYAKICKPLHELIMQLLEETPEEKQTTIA
LYPLA2 counter – counter-screen for PME1 inhibitors: inhibitors of human LYPLA2 | 0.38% of 320,000 active | inhibition, % at 5.9 µM | O95372 | AID 2177 | recombinant LYPLA2, FP-Rh probe fluorescence polarization;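 active = inhibition above the screen-wide mean plus 3 SD, limit set per campaign, cut at about 26% in these data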;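 note: 0% = LYPLA2 with DMSO and 100% = wells lacking LYPLA2 enzyme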
Target sequence (O95372 whole entry, looked up): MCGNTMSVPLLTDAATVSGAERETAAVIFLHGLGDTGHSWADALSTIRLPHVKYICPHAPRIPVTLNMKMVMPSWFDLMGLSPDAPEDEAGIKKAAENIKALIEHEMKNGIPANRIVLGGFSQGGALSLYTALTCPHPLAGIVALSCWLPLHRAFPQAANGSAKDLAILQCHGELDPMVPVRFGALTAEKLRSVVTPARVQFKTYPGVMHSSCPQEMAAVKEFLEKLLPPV
GSTO1 inh – blocks human GSTO1 in RBBP9 counter-screen; recombinant GSTO1, activity-based probe fluorescence polarization; inhibition, % at 5.96 µM; 1.1% of 300,000 active;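 active = inhibition above the campaign mean inhibition plus 3 SD, cut at about 35% in these data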;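 note: 0% = GSTO1-1 with DMSO and 100% = wells lacking GSTO1-1 enzyme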
Target sequence (P78417 whole entry, looked up): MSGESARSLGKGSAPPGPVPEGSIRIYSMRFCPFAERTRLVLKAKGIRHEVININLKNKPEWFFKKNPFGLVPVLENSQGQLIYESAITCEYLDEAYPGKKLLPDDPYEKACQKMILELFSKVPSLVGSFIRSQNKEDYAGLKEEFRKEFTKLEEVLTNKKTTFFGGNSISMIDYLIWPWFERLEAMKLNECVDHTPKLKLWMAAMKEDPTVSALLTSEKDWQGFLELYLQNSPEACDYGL
PREPL inh – inhibits the human prolyl oligopeptidase-like enzyme | 0.68% of 320,000 active | Q4J6C6 | recombinant PREPL, fluorescence polarization activity-based probe | inhibition, % at 5.96 µM; in the data active = inhibition above about 43%;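 note: 0% = enzyme with DMSO and 100% = wells lacking enzyme; many of its hits are not listed in these tables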
LYPLA1 inh – LYPLA1 (human) inhibition in PME1 counter-screen. AID 2174. 0.16% of 320,000 active. inhibition, % at 5.9 µM. O75608. recombinant LYPLA1, FP-Rh probe fluorescence polarization;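 active = inhibition above the mean of all tested compounds plus 3 SD, set per campaign, cut at about 14% in these data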;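 note: inhibitors block serine hydrolase probe labeling of LYPLA1 so polarization falls; 0% = enzyme with DMSO and 100% = wells lacking LYPLA1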
PAD4 FP inh – PAD4 (human) enzyme inhibition | Q9UM07 | recombinant PAD4, RCA probe fluorescence polarization | inhibition, % at 6.36 µM | 0.41% of 330,000 active | AID 485272;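 active = percent inhibition above a cutoff equal to the mean of all tested compounds plus 3 SD, cut at about 15% in these data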;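 note: 0% = PAD4 with RCA probe and DMSO and 100% = probe without PAD4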
PAFAH1B3 FP inh – inhibitors of human PAFAH1B3; Q15102; recombinant PAFAH1B3, FP-rhodamine probe, fluorescence polarization; inhibition, % at 3.39 µM; 0.28% of 340,000 active;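 active = inhibition above the screen-wide average of all tested compounds plus 3 SD, cut at about 25% in these data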;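 note: 0% = enzyme with DMSO only and 100% = wells lacking PAFAH1B3 protein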
Target sequence (Q15102 whole entry, looked up): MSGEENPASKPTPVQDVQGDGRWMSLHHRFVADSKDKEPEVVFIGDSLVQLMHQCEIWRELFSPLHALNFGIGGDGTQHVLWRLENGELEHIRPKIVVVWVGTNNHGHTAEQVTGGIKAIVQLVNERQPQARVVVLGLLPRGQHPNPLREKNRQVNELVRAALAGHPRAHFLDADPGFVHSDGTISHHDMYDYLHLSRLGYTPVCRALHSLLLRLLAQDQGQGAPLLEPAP
PME-1 primary – blocks human protein phosphatase methylesterase 1; recombinant PME-1, FP-Rh probe fluorescence polarization; AID 2130; Q9Y570; 0.53% of 320,000 active; inhibition, % at 5.9 µM;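 active = inhibition above the campaign mean of all compounds plus 3 SD, cut at about 26% in these data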;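 note: competitive labeling of PME-1 active site by serine hydrolase directed probe; 0% = PME-1 with DMSO and 100% = wells lacking PME-1 enzyme; inhibitors block probe labeling so polarization falls and inhibition rises; many of its hits are not listed in these tables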
pPAFAH inh – inhibitors of human plasma PAF acetylhydrolase (pPAFAH). 1.5% of 330,000 active. Q13093. recombinant pPAFAH, FP-rhodamine probe fluorescence polarization. inhibition, % at 3.39 µM;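 active = inhibition above the mean inhibition across the screen plus 3 SD, cut at about 25% in these data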;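 note: inhibitors block binding of the rhodamine activity-based probe so polarization drops; 0% = enzyme with DMSO and 100% = wells lacking pPAFAH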
Active calls of the source: *; nt = not tested or not shown.

SMILES	PAFAH1B2 inh	LYPLA2 counter	GSTO1 inh	PREPL inh	LYPLA1 inh	PAD4 FP inh	PAFAH1B3 FP inh	PME-1 primary	pPAFAH inh
COc1ccc(N(CC(=O)NCc2ccc(C)cc2)S(=O)(=O)c2ccccc2[N+](=O)[O-])c(OC)c1	9	-2	-1	8	-3	5	2	2	7
O=C(NCc1ccccc1)c1cccc(COc2cccc(Cl)c2)c1	5	-14	-15	4	-13	5	5	-11	-3
O=C1CC(c2cccs2)Cc2nc(NCC3CCCO3)ncc21 (stereo unspecified)	0	6	0	10	1	4	-6	3	9
O=C(OCc1csc(-c2ccccc2)n1)c1ccc(O)cc1	0	-3	3	-21	-1	0	16	-14	-11
Cc1nc2cc(C(F)(F)F)ccc2n1C	3	7	-1	11	1	3	7	-5	-5
CC1CN(C(=O)COC(=O)c2cc(Cl)ccc2Cl)CC(C)O1 (stereo unspecified)	10	6	6	-2	0	-5	8	0	3
CN(C)CCCn1c(SCC(=O)Nc2nccs2)nnc1-c1ccncc1	2	-3	-3	10	6	-8	5	-1	-8
Cc1ccc(S(C)(=O)=O)cc1S(=O)(=O)Nc1ccccc1	4	-2	-1	1	0	0	-5	2	11
O=C(CSc1nc2ccccc2c(=O)[nH]1)Nc1ccc(N2CCOCC2)cc1	-3	-1	-4	2	-3	-3	5	2	7
CC1CC(=O)N(c2ccc(NCCc3ccccc3)c([N+](=O)[O-])c2)C1=O (stereo unspecified)	7	7	-1	-10	2	-8	-2	7	7
CNc1nc(-c2ccccc2)nc(-c2ccc(OC)cc2)c1C#N	2	2	10	10	-1	2	2	-8	-1
COc1cccc(NC(=O)N(Cc2ccco2)C(C)c2cccs2)c1 (stereo unspecified)	-2	-6	1	-6	-6	3	2	-1	7
COc1ccccc1NS(=O)(=O)c1cccc(C(=O)NN=C2CCCCCC2)c1	-2	-7	-2	6	-4	-2	19	2	6
COc1ccc(NC(=S)NNC(=O)COc2ccc(Cl)cc2Cl)cc1	4	2	3	-38	-3	4	6	-6	3
Cc1ccccc1N(CC(=O)N/N=C/c1ccccc1Cl)C(=O)c1ccccc1	7	5	7	23	1	0	0	1	4
O=C(O)C1CCCN1C(=O)NC1CCCCC1 (stereo unspecified)	2	0	1	2	2	-4	5	-1	0
NC(=O)CCn1c2ccccc2c2ccccc21	1	0	3	-8	-1	0	-3	-5	2
CCOC(=O)Cn1cc(/C=C(/C#N)C(=O)NC(C)C)c2ccccc21	2	-6	3	5	-3	-3	9	-2	-3
CCN(c1ccc(OC)cc1)S(=O)(=O)c1ccc2c(c1)CCN2C(=O)CCC(=O)O	3	5	-4	5	5	-2	-10	1	-3
COCCn1cnc2c1c(=O)n(Cc1cc(C(C)=O)ccc1OC)c(=O)n2Cc1ccccc1	6	-6	-4	2	2	1	1	-4	-5
CCOC(=O)N1CCN(C2CC(=O)N(c3ccccc3)C2=O)CC1 (stereo unspecified)	-5	-6	4	-9	2	0	5	4	0
CC(OC(=O)CCN=C1NS(=O)(=O)c2ccccc21)C(=O)N(C)C1CCCCC1 (stereo unspecified)	3	-2	8	-3	2	-2	3	-1	4
COc1ccccc1OCC(=O)Nc1ccccc1C(=O)N1CCCCC1	-1	2	0	1	2	-3	3	2	-1
CCN=C(NCC)SC1CC(=O)N(c2cccc(OCC)c2)C1=O (stereo unspecified)	-1	10	2	4	3	-2	0	-1	11
Cc1onc(-c2ccccc2)c1C(=O)NCCSCc1ccco1	1	nt	nt	4	nt	0	9	nt	6
CCOC(=O)C1CCN(C(=O)CCNC(=O)c2cc(OC)c(OC)c(OC)c2)CC1	8	-3	9	7	0	4	4	1	-6
Cc1ccc(OCCNC(=O)CN2C(=O)NC3(CCCC3)C2=O)cc1	-5	2	-9	-1	1	1	3	-3	2
Cc1cc(C)cc(NC(=O)/C(C#N)=C/c2cn(CC(=O)NCc3ccco3)c3ccccc23)c1	-18	-7	-6	-7	-5	-1	-14	-5	2
CCCCC(=O)NC(Nc1cc(C)ccn1)(C(=O)OCC)C(F)(F)F (stereo unspecified)	4	1	3	-6	-6	0	-4	-4	2
CSCCC(NC(N)=O)C(=O)NCc1ccc(Cl)cc1 (stereo unspecified)	6	15	6	7	6	-2	3	-3	-1
COc1ccccc1NC(=O)CCSc1nnnn1C	-1	-5	9	-4	-1	-3	4	-1	1
COc1ccc(S(=O)(=O)NC2CC(=O)N(c3ccccc3)C2)cc1C (stereo unspecified)	3	-3	9	-2	0	0	1	-2	-4
CN(C)CCN1C(=O)C(O)=C(C(=O)c2cc3ccccc3o2)C1c1cccc(Br)c1 (stereo unspecified)	7	2	6	11	0	7	7	2	3
CC(=O)N(c1c(C)n(C)n(-c2ccccc2)c1=O)C1(C(=O)NC2CCCCC2)CCCCC1	0	-2	4	-5	-5	-5	-2	-5	3
c1ccc(SCCCCN2CCOCC2)cc1	8	0	3	5	-1	-2	1	-5	-3
Cc1nsc(Nc2ccccc2)c1C#N	4	4	5	-6	-2	-3	6	2	6
CN(C)CCCNC(=O)c1cc(C(=O)c2ccc(F)cc2)c[nH]1	1	1	0	8	0	-5	-3	2	0
CCOC(=O)/C(C#N)=C/Nc1cc(F)ccc1C	4	2	1	-1	0	-1	12	3	6
CCCCC(=O)N(Cc1nc2sc(C)c(C)c2c(=O)[nH]1)C1CCCC1	1	1	-4	9	1	0	-1	0	0
CCN(C(=O)CSc1nc2ccc(OC)cc2[nH]1)C1CCS(=O)(=O)C1 (stereo unspecified)	2	11	6	3	6	-1	6	1	-1
O=C(c1cc(Br)ccc1OC(F)F)N1CCN2CCCC2C1 (stereo unspecified)	-5	0	nt	8	-1	-5	0	1	1
Cc1cc(C)c(C)c(S(=O)(=O)NCC(=O)Nc2ccc(F)cc2)c1C	2	-5	6	-3	-1	0	-1	15	-1
Cc1onc(-c2ccccc2)c1C(=O)NNC(=S)NC(=O)/C=C/c1cccs1	4	6	2	23	1	0	1	3	6
CCOCCc1nnc(NC(=O)C2CCN(C(=O)c3ccco3)CC2)s1	-3	1	-3	0	0	-3	8	2	3
CCOC(=O)N1CCN(C(=O)C2CCN(C(=O)Nc3ccccc3)CC2)CC1	2	nt	nt	4	nt	0	10	nt	1
COc1ccc(-c2nc(NC(=O)C3CC(=O)N(Cc4ccco4)C3)sc2C)cc1 (stereo unspecified)	1	4	nt	-27	3	-1	6	13	7
CC(=O)C1=C(O)C(=O)N(c2ccc(O)cc2)C1c1cccc([N+](=O)[O-])c1 (stereo unspecified)	-2	2	-1	10	2	-3	-5	-2	9
CCCCN(C(=S)NC(=O)c1cc(OC)c(OC)c(OC)c1)c1c(N)n(Cc2ccccc2)c(=O)[nH]c1=O	4	5	1	-2	1	-2	8	-6	4
Cc1ccc(-c2c(C(=O)N/N=C/c3c[nH]c4ccccc34)nnn2-c2nonc2N)cc1	2	7	2	20	-8	2	0	27*	9
CC(=O)N(Cc1ccccc1)Cc1cn(CCC#N)nc1-c1cccc([N+](=O)[O-])c1	3	0	-3	-3	1	-1	2	-3	5

By substructure, those above with an aryl thioether with sulfur outside any ring
SMILES	PAFAH1B2 inh	LYPLA2 counter	GSTO1 inh	PREPL inh	LYPLA1 inh	PAD4 FP inh	PAFAH1B3 FP inh	PME-1 primary	pPAFAH inh
CN(C)CCCn1c(SCC(=O)Nc2nccs2)nnc1-c1ccncc1	2	-3	-3	10	6	-8	5	-1	-8
O=C(CSc1nc2ccccc2c(=O)[nH]1)Nc1ccc(N2CCOCC2)cc1	-3	-1	-4	2	-3	-3	5	2	7
COc1ccccc1NC(=O)CCSc1nnnn1C	-1	-5	9	-4	-1	-3	4	-1	1
c1ccc(SCCCCN2CCOCC2)cc1	8	0	3	5	-1	-2	1	-5	-3
CCN(C(=O)CSc1nc2ccc(OC)cc2[nH]1)C1CCS(=O)(=O)C1 (stereo unspecified)	2	11	6	3	6	-1	6	1	-1

Part of the list above, as comma-separated lines:
SMILES,PAFAH1B2 inh,LYPLA2 counter,GSTO1 inh,PREPL inh,LYPLA1 inh,PAD4 FP inh,PAFAH1B3 FP inh,PME-1 primary,pPAFAH inh
COc1cccc(NC(=O)N(Cc2ccco2)C(C)c2cccs2)c1 (stereo unspecified),-2,-6,1,-6,-6,3,2,-1,7
CCN=C(NCC)SC1CC(=O)N(c2cccc(OCC)c2)C1=O (stereo unspecified),-1,10,2,4,3,-2,0,-1,11
CCOCCc1nnc(NC(=O)C2CCN(C(=O)c3ccco3)CC2)s1,-3,1,-3,0,0,-3,8,2,3
CCCCC(=O)N(Cc1nc2sc(C)c(C)c2c(=O)[nH]1)C1CCCC1,1,1,-4,9,1,0,-1,0,0
O=C(O)C1CCCN1C(=O)NC1CCCCC1 (stereo unspecified),2,0,1,2,2,-4,5,-1,0
CCOC(=O)N1CCN(C(=O)C2CCN(C(=O)Nc3ccccc3)CC2)CC1,2,nt,nt,4,nt,0,10,nt,1

Other compounds
SMILES	PAFAH1B2 inh	LYPLA2 counter	GSTO1 inh	PREPL inh	LYPLA1 inh	PAD4 FP inh	PAFAH1B3 FP inh	PME-1 primary	pPAFAH inh
Cc1ccccc1OCCOc1ccc([N+](=O)[O-])cc1/C=N/n1cnnc1	3	3	1	24	2	3	3	-7	3
Cc1ccc(NC(=O)Cc2ccc3c(c2)OCCO3)cc1S(=O)(=O)N1CCCCC1	-2	-4	1	7	-1	5	-3	1	1
COc1cc(C(=O)NC(C)c2cnn(-c3ccccc3C)c2C)cc(OC)c1OC (stereo unspecified)	2	-9	4	0	-5	6	0	-3	-6
COc1ccccc1-c1cc(C(=O)NCCCn2ccnc2)no1	3	-1	0	2	-1	2	2	7	7
Cc1ccccc1Oc1nc(-c2ccccn2)nc2ccccc12	0	-4	11	5	-3	3	2	0	8
CC(Sc1nc(N)cc(=O)[nH]1)C(=O)NC1CCCCC1 (stereo unspecified)	1	-2	-1	19	0	0	-1	7	-5
CCc1cccc(OCC(=O)Nc2ccc(S(=O)(=O)Nc3ccccn3)cc2)c1	3	4	5	-2	-1	3	8	-2	2
CC1(c2ccccc2)NC(=O)N(CC(=O)Nc2ccccc2N2CCCC2)C1=O (stereo unspecified)	3	6	4	14	-2	-3	10	-6	-1
COc1ccc(CNCc2ccc3c(c2)OCO3)cc1Br	-2	2	-2	-18	-1	-2	8	-4	5
O=C(Nc1ccc([N+](=O)[O-])cc1)C(Cc1ccccc1)N1C(=O)c2cccc3cccc(c23)C1=O (stereo unspecified)	-3	0	-4	14	0	0	-13	-1	-5
C=CCn1c(=O)[nH]c2cc(C(=O)N3CCN(c4cccc(Cl)c4)CC3)ccc2c1=O	-8	-12	-11	16	-5	2	3	-10	10

Some of the compounds tested. The share of hits here may be higher or lower than overall.
